High-throughput results: PubChem BioAssay, several laboratories
OX1R antag-1 = human HCRTR1 antagonism | 330,000 tested, 0.43% active | O43613 | inhibition, % at 5 µM | AID 434989 | CHO/OX1R cells, Fluo-8 calcium fluorescence, orexin A;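 active = inhibition above its plate's threshold, mean inhibition of all tested compounds on the plate plus 3 SD, cut at about 37% in these data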;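 also: 0% = orexin A challenge wells and 100% = SB-334867-A antagonist wells; not every result past the cut was called active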
Target sequence (O43613 whole entry, looked up): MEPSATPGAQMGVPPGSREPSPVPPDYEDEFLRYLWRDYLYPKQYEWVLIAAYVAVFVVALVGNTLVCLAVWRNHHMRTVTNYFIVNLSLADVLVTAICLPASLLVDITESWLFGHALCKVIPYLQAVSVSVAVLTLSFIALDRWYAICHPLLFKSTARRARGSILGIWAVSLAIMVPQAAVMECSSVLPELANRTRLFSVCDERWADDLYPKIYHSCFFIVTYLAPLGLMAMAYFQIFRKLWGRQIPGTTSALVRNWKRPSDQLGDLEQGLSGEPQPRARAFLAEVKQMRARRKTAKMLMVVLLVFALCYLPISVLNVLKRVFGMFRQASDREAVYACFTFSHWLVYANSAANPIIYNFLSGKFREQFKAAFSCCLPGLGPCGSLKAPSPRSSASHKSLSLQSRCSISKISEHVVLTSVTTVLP
STK33 inh = human STK33 kinase inhibition; Q9BYT3; purified STK33, MBP phosphorylation, ADP-Glo luminescence; inhibition, % at 10 µM; 320,000 tested, 0.073% active; AID 2661;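 active = inhibition at or above 25%, using the most active replicate where run in duplicate; inactive = inhibition below 25%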
Target sequence (Q9BYT3 whole entry, looked up): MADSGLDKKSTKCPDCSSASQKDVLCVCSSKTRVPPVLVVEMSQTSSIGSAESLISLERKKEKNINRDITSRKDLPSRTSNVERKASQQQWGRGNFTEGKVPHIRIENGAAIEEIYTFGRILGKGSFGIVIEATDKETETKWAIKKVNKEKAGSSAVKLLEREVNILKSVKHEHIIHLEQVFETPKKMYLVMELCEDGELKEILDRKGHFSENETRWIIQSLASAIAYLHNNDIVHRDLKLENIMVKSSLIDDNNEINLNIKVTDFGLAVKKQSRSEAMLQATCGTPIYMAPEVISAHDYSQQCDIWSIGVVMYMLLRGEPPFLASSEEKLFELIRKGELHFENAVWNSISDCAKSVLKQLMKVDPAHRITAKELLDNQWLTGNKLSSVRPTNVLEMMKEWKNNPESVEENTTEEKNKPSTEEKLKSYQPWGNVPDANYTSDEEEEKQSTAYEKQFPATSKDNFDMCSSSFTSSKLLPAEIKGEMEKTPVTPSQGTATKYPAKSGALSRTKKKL
OX1R antag-2 = OX1R (human) antagonism. OX1R-expressing cells, FRET antagonist read-out. inhibition, % at 6.6 µM. 330,000 tested, 1.8% active. AID 485270; in the data active = inhibition mostly above about 38%, no sharp cut-off; inactive = mostly below about 40%;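 also: 0% = agonist challenge alone and 100% = reference antagonist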
Starred values were filed as active, the others as inactive; / = no result given.

SMILES	OX1R antag-1	STK33 inh	OX1R antag-2
COCCCNC(=O)c1ccc2c(=O)n(Cc3ccc(OC)cc3)c(=O)[nH]c2c1	-16	-1.1	15
COc1ccccc1C(=O)NC(=O)COC(=O)CNC(=O)c1ccc(Cl)c([N+](=O)[O-])c1	-2	0.1	44
Cc1cccc(NC(=O)CSc2nc3ccc(N4C(=O)c5ccccc5C4=O)cc3s2)c1C	-25	-0.7	13
Cc1ccc2c(C)c(C(=O)N(Cc3ccc(F)cc3)C3CCS(=O)(=O)C3)oc2c1 (stereo not given)	-15	-1.9	0
O=C(NS(=O)(=O)N1CCOCC1)C1=C(N2CCCC2)COC1=O	-4	-0.2	2
COCCN1Cc2cccc(C(=O)Nc3ccc4c(c3)OCCO4)c2C1=O	-10	-1.3	7
C=CCn1c(SCC(=O)NC2CCCC2)nnc1-c1cccnc1	-11	-2.2	21
CC(C)(C)OC(=O)N1Cc2ccccc2C[C@H]1C(=O)NCC(=O)NC1CCCCC1	-18	0.2	3
COc1ccc(Cl)cc1NC(=O)CN(C)C(=O)c1ccc(OCc2ccccc2)c(OC)c1	-36	1.6	10
COc1ccc(F)cc1C(=O)C1CCCN(C(=O)c2cccc(N(C)C)c2)C1 (stereo not given)	-42	-1.1	20
Cc1ccccc1-n1nnnc1SCCCC(=O)c1ccc(F)cc1	-17	0.1	21
CCOC(=O)c1sc(-c2cccc([N+](=O)[O-])c2)cc1N	-23	-0.1	21
CC(C)c1ccc(NC(=O)C(c2ccc3c(c2)OCO3)N2CCC3(CC2)OCCO3)cc1 (stereo not given)	-5	-0.9	30
CCOc1ccc(N(CC(=O)NC2CCCCC2)C(=O)CCC(=O)Nc2nc(C)cs2)cc1	-23	-2.8	27
COc1ccc(OC)c(CCNC(=O)CCCC(=O)n2ncc3cc(C)ccc32)c1	-22	0.2	18
CC(=O)N1c2ccc(S(=O)(=O)N3CCC(C(=O)Nc4cccc(C(F)(F)F)c4)CC3)cc2CC1C (stereo not given)	23	-0.1	11
CCOC(=O)c1ccc(NC(=O)CSc2nnc(Cc3cccs3)n2C)cc1	-28	-3.0	14
CCCOc1ccc(CN(CCO)CCO)cc1[N+](=O)[O-]	-15	-0.5	18
COCC(=O)N(CCc1ccc(OC)c(OC)c1)Cc1nc2ccccc2c(=O)[nH]1	-14	-1.1	28
Cc1ccc(Cn2c(=O)cc(C(=O)O)c3ccccc32)cc1	-13	0.2	12
Cc1cccc(/C=C2\Sc3ccc(C(=O)N4CCC(C(N)=O)CC4)cc3N(C)C2=O)c1	2	0.5	3
CC(C)C(NC(=O)CCNC(=O)c1ccccc1Cl)c1nc2ccccc2[nH]1 (stereo not given)	2	1.2	0
CCc1ccc(OCC(=O)NC(=S)Nc2cccc(CO)c2)c(Br)c1	-24	-1.4	12
O=C(Nc1cccc(S(=O)(=O)NC2=NCCC2)c1)c1ccccc1OC(F)F	-11	/	29
CCN(CC)C(C(=O)Nc1ccc(C(C)C)cc1)c1ccc2c(c1)OCO2 (stereo not given)	-37	0.9	9
Nc1nnc2c(n1)CCCC2	-15	0.4	29
CCOC(=O)N1CCN(C(=O)c2ccc(NS(=O)(=O)c3ccc(C)cc3)cc2)CC1	-9	-2.1	12
Cc1ccc2c(cnn2C(=O)CCC(=O)NCc2cccc(Cl)c2)c1	-12	-1.2	9
C=CCc1ccc(OCCCNC2CCCC2)c(OC)c1	-23	-2.3	11
Cc1ccc(S(=O)(=O)NC(CC(C)C)C(=O)N2CCC(C)CC2)cc1 (stereo not given)	-33	-1.1	15
Nc1ccn([C@@H]2CS[C@H](CO)O2)c(=O)n1	1	-2.1	9
CC(=O)C1=C(O)C(=O)N(c2ccc(O)cc2)C1c1ccc(F)cc1 (stereo not given)	-21	-1.7	4
Nc1cc(-c2ccc(Br)cc2)nn1S(=O)(=O)c1cccc2nsnc12	-19	-0.6	7
COc1cccc(CNC23CC4CC(CC(C4)C2)C3)c1OCc1ccccc1	-25	-0.8	12
Cc1ccccc1C(=O)NC(C)C(c1cccs1)N1CCOCC1 (stereo not given)	-18	-0.1	0
COc1cccc(-n2sc3c(c2=S)-c2cc(OC)ccc2NC3(C)C)c1	-33	-1.9	23
CCN(CC)S(=O)(=O)c1cccc(NC(=O)COC(=O)c2cncc(Br)c2)c1	-4	-1.1	2
CNC(=O)C(NC(=O)Nc1ccc(C)cc1)C(C)(C)C (stereo not given)	-19	-1.8	18
CCc1ccc(OCc2nnc(SCC(=O)N3CCOCC3)o2)cc1	-4	-1.3	13
Cc1ccc(S(=O)(=O)CCC(=O)Nc2ccccc2N2CCCC2)cc1	-25	-1.3	6
CC(C)(CNC(=O)c1cc2ccccc2o1)N1CCOCC1	-9	-0.8	9
Cc1c(C)n(C)c2ccc(C(=O)NCc3cccs3)cc12	-48	-2.9	5
O=C1c2cccnc2C(=O)N1Cc1ccco1	-3	-0.1	12
CCOc1cccc2cc(-c3cn4cc(C)ccc4n3)c(=O)oc12	-28	1.8	19
CN(CC(=O)Nc1c(Cl)cccc1Cl)C(=O)c1sccc1-c1ccccc1	-15	-1.3	18
Cc1cccc(C)c1N(C(=O)c1ccco1)C(C(=O)NC1CCCC1)c1ccncc1 (stereo not given)	-17	-0.9	12
Fc1ccc(NC(=S)NCc2ccc3c(c2)OCO3)cc1	-1	-1.9	9
O=C(O)CN1CCN(CC(=O)O)CCN(CC(=O)O)CCN(CC(=O)O)CC1	-6	-0.1	12
COc1ccc(N2CCN(C(CNC(=O)CC(C)(C)C)c3ccc4c(c3)OCO4)CC2)cc1 (stereo not given)	-17	0.5	9
O=C(CNC(=S)N(Cc1ccc(F)cc1)C1CCCCC1)NC1CC1	-16	-0.5	5
CCOC(=O)C1CCN(S(=O)(=O)c2ccc(C(=O)OC)cc2)CC1	1	-0.5	1
CC(Sc1nc2ccccc2s1)C(=O)NC1CCCc2ccccc21 (stereo not given)	-25	/	31
Cc1ccc2nc(SCC(=O)Nc3cc(C)on3)c(C)cc2c1	-15	0.7	15
COc1ccc(Br)cc1S(=O)(=O)NCCN1CCOCC1	6	-0.9	7
CCCC(C)C(=O)Nc1ccncc1 (stereo not given)	-15	-0.2	8
CN(C)CCNc1nc2c(c(=O)[nH]c(=O)n2C)n1CC(O)COc1ccc(Cl)cc1 (stereo not given)	-17	-1.4	15
CCCCc1nnc(NC(=O)c2ccc(S(=O)(=O)N3CCOCC3)cc2)s1	-23	0.1	7
CCN(CC)c1ccc(NC(=O)Nc2ccccc2C(F)(F)F)cc1	5	-0.8	22
COC(=O)c1c(-c2ccco2)csc1NC(=O)C1CC=CCC1C(=O)O (stereo not given)	-4	-3.4	-2
COC(=O)CNC(=O)c1ccccc1	8	-6.0	12

Going on with the list.
SMILES	OX1R antag-1	STK33 inh	OX1R antag-2
Cc1cc(Br)ccc1OCCCCNCCO	-10	0.5	6
COc1ccc(-c2cc(C(F)(F)F)n3nc(C(=O)NCCCN4CCOCC4)cc3n2)cc1	-14	-1.1	20
CCc1cc2c(=O)[nH]c(N3CCOCC3)nc2s1	-5	0.3	10
CCCCNS(=O)(=O)c1ccc2nc(-c3cccs3)cc(C(=O)NCC(OC)OC)c2c1	-21	-0.5	9
COc1ccc(Cl)c(NC(=O)Nc2c(C)n(-c3ccccc3)c(=O)n2C)c1	-24	-2.1	16
CC(C)(CCl)C(=O)Nc1ccc(C(F)(F)F)cc1	-29	-1.7	15
CSC(=S)N(C)C1CCS(=O)(=O)C1 (stereo not given)	-11	-0.1	3
COc1ccc(C(CNC(=O)C(C)Oc2ccc(Br)cc2)N2CCOCC2)cc1 (stereo not given)	-25	0.2	6
O=C(CN1C(=O)NC2(CCCC2)C1=O)OCc1ccccc1F	1	-1.8	5
CCC(C)N(C(=O)Cn1nnc(-c2ccc(Cl)cc2)n1)C1CCS(=O)(=O)C1 (stereo not given)	6	-1.0	15
Cc1noc(C)c1C(=O)OCC(=O)N(C)C1(C#N)CCCCC1	-14	-1.1	2
O=C(Nc1nccc(-c2cccs2)n1)c1ccccc1Cl	2	0.6	17
Cc1cc(C(=O)N2CCCc3ccccc32)ccc1[N+](=O)[O-]	-24	-1.4	24
COc1ccc(CSC2=NCCN2)cc1Cl	-19	-0.4	1
O=C(c1cccnc1)N1N=C2CCCCCC2C1(O)C(F)(F)F (stereo not given)	-14	0.7	3
CCc1ccc(OCC(=O)NNC(=O)c2cc(S(=O)(=O)N3CCOCC3)ccc2N2CCCC2)cc1	-23	-1.2	3
COCCN(C(=O)/C=C/c1cccc([N+](=O)[O-])c1)c1c(N)n(Cc2ccccc2)c(=O)[nH]c1=O	-9	0.7	9
Cc1cccc(NC(=O)c2cnn(C)c2)c1C	-2	-1.1	21
CSc1ccc(S(=O)(=O)N(CC(=O)NN=C2CCN(C)CC2)c2ccc(C)cc2)cc1	-20	1.1	12
O=C(NC1CCCC1)C(c1cccnc1)N(Cc1ccccc1F)C(=O)c1csnn1 (stereo not given)	-20	-0.1	18
C=CCNC(=S)N/N=C/c1ccc(OCc2ccccc2Cl)cc1	-20	-1.7	12
O=C(Nc1nc(-c2cc3ccccc3oc2=O)cs1)c1ccc(Br)o1	-9	-1.8	12
Cc1nn(Cc2cccc(C(=O)N3CCCC(C)C3)c2)c(C)c1[N+](=O)[O-] (stereo not given)	-24	-2.9	-5
CCCc1nnc(NC(=O)CCC(=O)N2CCN(Cc3ccc(F)cc3)CC2)s1	-2	0.7	16
COc1cc(SC#N)ccc1N=Cc1c(C)[nH]n(-c2ccc(Cl)cc2)c1=O	30	0.2	17
O=C(CSc1cn(Cc2ccccc2)c2ccccc12)Nc1nccs1	9	-1.9	24
CCn1c(C)c(C2=CCN(S(=O)(=O)c3ccccc3)CC2)c2ccccc21	-1	1.1	50
O=C(NC1CC1)C1CCN(C2CCN(C(=O)/C=C/c3ccc(F)cc3)CC2)CC1	-9	0.0	11
O=C(NCCO)C(=O)Nc1cc2c3c(c1)CCN3C(=O)CC2	-12	-1.2	7
CCOC(=O)c1sc(NC(=O)C2CC=CCC2C(=O)O)nc1C (stereo not given)	-10	-0.1	6
COc1ccccc1CNCc1cc(=O)oc2c(C)c(C)ccc12	-31	-0.4	2
CSc1nc2ncc3c(n2n1)CC1c2ccccc2CCN1C3=O (stereo not given)	-20	0.1	16
COc1ccc(Cl)cc1NC(=O)CNc1ccccc1F	-21	1.2	20
Cc1nn(-c2ccccc2)c(Cl)c1/C=N/NC(=O)c1ccco1	-10	-0.9	45*
O=C(N/N=C/c1cccnc1)c1ccc(NC(=O)c2ccc(F)cc2)cc1	-26	-0.1	3
NC(=S)Cc1nc(-c2ccc(Cl)cc2)cs1	-8	-0.5	20
O=C(NC1CCCCC1)c1ccc2snnc2c1	2	-1.3	5
CCCCOc1cccc(C2/C(=C(/O)c3ccc4c(c3)CC(C)O4)C(=O)C(=O)N2CCN2CCOCC2)c1 (stereo not given)	-23	-0.5	-3
CCOc1ccc(Oc2ccccc2NS(=O)(=O)c2ccc(CCC(=O)O)cc2)cc1	0	-1.3	6
C=CCNC(=O)CCCCCNS(=O)(=O)c1ccc(OC)cc1	2	0.9	8
CCN(C(=O)c1cc2c(=O)[nH]c3ccc(C)cc3c2s1)c1cccc(C)c1	-23	0.0	11
CCc1cccc(NC(=O)c2ccc(NS(=O)(=O)c3c(C)noc3C)cc2)c1	-4	2.1	8
CC(=O)Nc1ccc(OCC(=O)N(CC(C)C)C2CCS(=O)(=O)C2)cc1 (stereo not given)	1	-1.3	9
CCC1(C)Cc2c(C#N)c(N)n(N)c(=S)c2CO1 (stereo not given)	5	-1.0	23
Cc1cc(C)c2c(=O)cc(C(F)(F)F)oc2n1	-8	0.7	-5
O=C(NC1CC2CCCC(C1)N2C(=O)Nc1cccc(F)c1)C1CC1 (stereo not given)	-8	1.6	12
CC(C)(C)OC(=O)N1Cc2ccccc2C[C@H]1C(=O)NCC(=O)NC1CCCC1	-16	1.0	2
COCCCN(C(=O)c1ccc2ccccc2n1)c1c(N)n(Cc2ccccc2)c(=O)[nH]c1=O	-8	-0.4	4
COCCCn1c2nc3ccccc3nc2c2c(=O)n(Cc3cccs3)cnc21	-17	-1.8	9
COc1ccccc1/C=C/C(=O)OCC(=O)Nc1ccc2c(c1)OCO2	3	-2.4	4

14 entries out of the list, arranged by formula weight, low to high.
SMILES	OX1R antag-1	STK33 inh	OX1R antag-2
Cc1cc(C)c2c(=O)cc(C(F)(F)F)oc2n1	-8	0.7	-5
CCC1(C)Cc2c(C#N)c(N)n(N)c(=S)c2CO1 (stereo not given)	5	-1.0	23
NC(=S)Cc1nc(-c2ccc(Cl)cc2)cs1	-8	-0.5	20
Cc1nn(-c2ccccc2)c(Cl)c1/C=N/NC(=O)c1ccco1	-10	-0.9	45*
C=CCNC(=O)CCCCCNS(=O)(=O)c1ccc(OC)cc1	2	0.9	8
COc1ccccc1/C=C/C(=O)OCC(=O)Nc1ccc2c(c1)OCO2	3	-2.4	4
O=C(N/N=C/c1cccnc1)c1ccc(NC(=O)c2ccc(F)cc2)cc1	-26	-0.1	3
CCN(C(=O)c1cc2c(=O)[nH]c3ccc(C)cc3c2s1)c1cccc(C)c1	-23	0.0	11
CC(=O)Nc1ccc(OCC(=O)N(CC(C)C)C2CCS(=O)(=O)C2)cc1 (stereo not given)	1	-1.3	9
CCc1cccc(NC(=O)c2ccc(NS(=O)(=O)c3c(C)noc3C)cc2)c1	-4	2.1	8
CC(C)(C)OC(=O)N1Cc2ccccc2C[C@H]1C(=O)NCC(=O)NC1CCCC1	-16	1.0	2
COCCCn1c2nc3ccccc3nc2c2c(=O)n(Cc3cccs3)cnc21	-17	-1.8	9
CCOc1ccc(Oc2ccccc2NS(=O)(=O)c2ccc(CCC(=O)O)cc2)cc1	0	-1.3	6
COCCCN(C(=O)c1ccc2ccccc2n1)c1c(N)n(Cc2ccccc2)c(=O)[nH]c1=O	-8	-0.4	4
